GLS inhibitor: inhibitors of human glutaminase (GLS); O94925; GLS enzymatic activity, qHTS titration; Potency, µM (top dose mostly 45.5 µM), inactives show at the top dose activity change, negative = inhibition, hits mostly inhibitors; 410,000 compounds, 0.21% hits; also: potency is read from the fitted curve at half-maximal effect; % is scaled to controls: 0 for no effect and ±100 for the full control effect
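Read-out is an Amplex red fluorescence increase coupled through glutamate oxidase and HRP, measured before and after 30 min room-temperature incubation. hKGA is in 45 mM KH2PO4 (pH 8.2) with 0.02% Tween-20; glutamine added as 1mM solution.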
Tb PGK inh: inhibitors of T. brucei phosphoglycerate kinase. PGK/GAPDH coupled, Kinase-Glo luminescence, 60 min. Potency, µM (titrated, usually from 57.5 µM), for inactives: at the highest dose activity change, negative = inhibition, most hits filed as inhibitors. AID 602233. 380,000 compounds, 0.043% hits. P07378; also: potency is read from the fitted curve at half-maximal effect; % is scaled to controls: 0 for no effect and ±100 for the full control effect; nearly all actives have a fitted effect of over 60% in size
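Recombinant glycosomal PGK reaction used 1,3-bisphosphoglycerate generated in-well by GAPDH (100nM final) in 100mM TEA pH 7.6, 5mM MgCl2, 0.01% Tween-20. After 60 minutes at room temperature, ATP was read by Kinase-Glo Plus luminescence end-point.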
BAZ2B inh: inhibitors of human BAZ2B bromodomain | 360,000 compounds, 4.4% hits | Q9UIF8 | AlphaScreen BAZ2B-H3K14Ac peptide displacement | Potency, µM (series often up to 114 µM), for the others: at the top dose activity change, negative = inhibition, most hits filed as inhibitors; also: potency is read from the fitted curve at half-maximal effect; % is scaled to controls: 0 for no effect and ±100 for the full control effect; nearly all actives have a fitted effect of over 60% in size
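AlphaScreen displacement: compounds (up to 110uM) incubated 30 min at room temperature with a preformed 50 nM BAZ2B/50 nM biotinylated H3K14Ac peptide complex in PBS pH 7.4 with Tween-20. Donor and acceptor beads at 10 ug/mL final added, 20 min light-protected before reading.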
G9a block: blocks human histone lysine methyltransferase G9a; Q96KQ7; G9a H3K9 monomethylation, AlphaScreen, 2 h; Potency, µM (highest dose often 102 µM), for the others: at the top dose activity, negative = inhibition, most hits filed as inhibitors; 350,000 compounds, 8.8% hits; AID 504332; also: potency is read from the fitted curve at half-maximal effect; % is scaled to controls: 0 for no effect and ±100 for the full control effect; nearly all actives have a fitted effect of over 75% in size
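G9a (20 nM) preincubated 15 min RT with compounds, then 500 nM biotinylated H3K9 peptide and 20 uM SAM added; 2 h RT reaction. Monomethyl-H3K9 product detected by AlphaScreen with anti-H3K9me1 antibody, streptavidin donor and anti-rabbit IgG acceptor beads.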
PI4K2A block: blocks human PI4K2A kinase activity. AID 1346378. Q9BTU6. purified PI4K2A, ADP-Glo luminescence, 1 h; hits give low values. 420,000 compounds, 0.13% hits. activity change, negative = inhibition, % at 76.9 µM; in the data active = activity change below about -50%; inconclusive = mostly about -30% to -49%;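 also: -100% = wells without enzyme as full effect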
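PI4K2A activity was measured by ADP-Glo luminescence: enzyme (4 ug/mL stock) and phosphatidylinositol (1.2 mM stock) in Tris pH 7.5/MgCl2/EGTA/Triton X-100 buffer were reacted with ATP (300 microM stock) for one hour at ambient temperature.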
HP1b chromo inh: blocks HP1-beta chromodomain binding to methylated histone tails | Potency, µM (titrated, usually from 114 µM), without a hit: top-dose activity change, negative = inhibition, most hits filed as inhibitors | P83916 | 390,000 compounds, 0.56% hits | AlphaScreen HP1-beta / biotin-H3K9me3 peptide binding; also: potency is read from the fitted curve at half-maximal effect; nearly all actives have a fitted effect of over 70% in size; inactives centre near 23
Target sequence (P83916 whole entry, looked up): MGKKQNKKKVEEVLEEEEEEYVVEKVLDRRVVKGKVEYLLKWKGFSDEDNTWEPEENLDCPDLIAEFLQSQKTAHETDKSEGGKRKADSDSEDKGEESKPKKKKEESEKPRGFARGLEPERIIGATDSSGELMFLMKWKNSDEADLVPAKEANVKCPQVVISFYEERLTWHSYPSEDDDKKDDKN
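HP1-beta protein (50 nM final) preincubated 30 min at room temperature with biotinylated H3(1-18)K9me3 peptide (50 nM) in PBS pH 7.4, 0.01% Tween-20, then compound added for 30 min. AlphaScreen streptavidin donor/nickel chelate acceptor beads (10 ug/mL final), 30 min dark, luminescence read.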
Pol eta inh: blocks human DNA polymerase eta activity; Q9Y253; recombinant Pol eta, fluorescent DNA replication assay; Potency, µM (highest dose often 114 µM), for inactives: at the highest dose activity change, negative = inhibition, usual class: inhibitors; 390,000 compounds, 1.2% hits; AID 588591; also: potency is read from the fitted curve at half-maximal effect; % is scaled to controls: 0 for no effect and ±100 for the full control effect
Target sequence (Q9Y253 whole entry, looked up): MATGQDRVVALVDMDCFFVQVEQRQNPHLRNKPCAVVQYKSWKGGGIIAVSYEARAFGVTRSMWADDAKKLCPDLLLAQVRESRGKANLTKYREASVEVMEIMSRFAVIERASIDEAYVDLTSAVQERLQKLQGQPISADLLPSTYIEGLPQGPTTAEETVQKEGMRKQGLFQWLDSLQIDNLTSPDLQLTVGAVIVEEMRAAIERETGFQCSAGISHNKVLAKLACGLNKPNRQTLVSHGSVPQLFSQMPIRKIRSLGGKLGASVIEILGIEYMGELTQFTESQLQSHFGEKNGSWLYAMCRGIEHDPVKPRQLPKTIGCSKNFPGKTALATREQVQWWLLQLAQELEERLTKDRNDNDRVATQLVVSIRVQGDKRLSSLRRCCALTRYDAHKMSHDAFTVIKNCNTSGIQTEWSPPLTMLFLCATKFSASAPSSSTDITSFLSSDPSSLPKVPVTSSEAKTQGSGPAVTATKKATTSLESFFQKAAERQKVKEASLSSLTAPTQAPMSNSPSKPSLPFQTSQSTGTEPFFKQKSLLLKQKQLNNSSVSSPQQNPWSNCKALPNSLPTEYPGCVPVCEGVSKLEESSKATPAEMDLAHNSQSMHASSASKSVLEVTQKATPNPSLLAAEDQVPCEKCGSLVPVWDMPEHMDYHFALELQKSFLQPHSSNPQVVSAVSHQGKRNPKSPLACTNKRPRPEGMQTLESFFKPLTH
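Fluorescent replication assay: 50 nM final substrate added after a 15 min room-temperature compound preincubation with 10 nM enzyme. Signal taken at 0 min and again at 10 min.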
JMJD2A Tudor: inhibitors of human JMJD2A Tudor domain; AID 504339; 390,000 compounds, 4.4% hits; Potency, µM (top dose mostly 114 µM), inactives show at the highest dose activity change, negative = inhibition, most hits filed as inhibitors; O75164; AlphaScreen JMJD2A-Tudor / H3K4me3 peptide binding; also: potency is read from the fitted curve at half-maximal effect; % is scaled to controls: 0 for no effect and ±100 for the full control effect; nearly all actives have a fitted effect of over 50% in size
Pin1 inhibitor: blocks the human prolyl isomerase Pin1; Q13526; Pin1 FP peptide displacement, HiFluor488, 10 min; Potency, µM (doses to about 115 µM), inactives show at the highest dose activity, negative = inhibition, actives largely listed as inhibitors; 390,000 compounds, 0.009% hits; active = well fitted inhibition curve with a large enough effect in the polarisation, with a control signal flat, not every such curve was filed as active; inconclusive = small, poorly fitted or top-dose-only effect, or effect the other way, or a change in a side signal; inactive = no such curve, though single readings can be large or run the other way; the % refers to the polarisation; also: potency is read from the fitted curve at half-maximal effect; % is scaled to controls: 0 for no effect and ±100 for the full control effect
Target sequence (Q13526 whole entry, looked up): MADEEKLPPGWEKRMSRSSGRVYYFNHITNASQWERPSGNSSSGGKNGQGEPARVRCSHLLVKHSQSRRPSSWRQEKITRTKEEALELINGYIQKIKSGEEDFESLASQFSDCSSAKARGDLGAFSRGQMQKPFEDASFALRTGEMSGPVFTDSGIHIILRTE
An asterisk follows results filed as active; i = inactive; u = inconclusive; x = no result given; & = joins results of further samples; [ ] = dose if it differs, or a comment. Unless noted, calls follow the shape of the dose curve; as a rule, active = well fitted curve in the direction sought with a large enough effect; inconclusive = small, poorly fitted or top-dose-only effect, or another doubt; inactive = no such curve, though single readings can be large; an effect the other way counts as inactive or inconclusive.

The opening 2 compounds, to show the layout:
GLS inhibitor,Tb PGK inh,BAZ2B inh,G9a block,PI4K2A block,HP1b chromo inh,Pol eta inh,JMJD2A Tudor,Pin1 inhibitor,SMILES
17%,-4%,u,-20%[59 µM],-1,-20%,-18%,u,u,C=CCN1C(=O)/C(=C/c2ccc(O)c(OC)c2)S/C1=N/c1nccs1
-2%,-3%,11%,-23%,6,31%,19%,1%,3%,O=c1nc2n(c3cccc(Cl)c13)CCCCC2

The whole of this part, repeating the preview:
GLS inhibitor,Tb PGK inh,BAZ2B inh,G9a block,PI4K2A block,HP1b chromo inh,Pol eta inh,JMJD2A Tudor,Pin1 inhibitor,SMILES
17%,-4%,u,-20%[59 µM],-1,-20%,-18%,u,u,C=CCN1C(=O)/C(=C/c2ccc(O)c(OC)c2)S/C1=N/c1nccs1
-2%,-3%,11%,-23%,6,31%,19%,1%,3%,O=c1nc2n(c3cccc(Cl)c13)CCCCC2
19%,-7%,50µM*,40µM*,21,u,-5%,79µM*,17%,COc1ccc(-c2csc(NCc3ccco3)n2)cc1
-4%,i,u,40µM*,-7,3%,-5%,u,-9%,CCN(CC)CCN(C(=O)c1ccc(C(=O)c2ccccc2)cc1)c1nc2cc3c(cc2s1)OCO3
5%,-8%,x,1%[59 µM],1,-2%,-15%,-16%,-1%,COc1ccc(Nc2cc(C(=O)NCCc3ccccc3)c3ccccc3n2)cc1OC
-4%,i,-1%,-7%,2,20%,-8%,-20%,4%,CC(NC(=O)c1cc2ccccc2oc1=O)c1ccc(O)cc1 (stereo not given)
0%,-4%,-5%,-1%,4,23%,6%,-13%,-1%,Cn1c(=O)c([N+](=O)[O-])c(NCC2CCCO2)c2ccccc21 (stereo not given)
1%,i,-8%,-3%,1,16%,-5%,-10%,-2%,O=C(CN1CCCCC1)N/N=C/c1ccccc1OCc1ccccc1
33%,-10%,7%,2%,-1,45%[activator],-6%,-9%,-1%,CS(=O)(=O)Nc1ccc2c(c1)nc1n2CCOC1
-6%,-6%,7%,-6%[59 µM],4,16%,-10%,-11%,-12%,NC(=O)Nc1ccc(C(=O)OCC(=O)N2CCCC2=O)cc1
-7%,-8%,-3%,13%,1,62%[activator],-15%,0%,4%,Cc1cc(=O)oc2c(C)c(OC(C)C(=O)NCCCN3CCOCC3)ccc12 (stereo not given)
2%,1%,x,x,-2,x,-7%,x,x,Cc1ccc(CNC(=O)c2ccc(S(=O)(=O)N3CCCCCC3)cc2)cc1
-4%,-5%,0%,-8%[59 µM],2,20%,-12%,-3%,-8%,COc1ccccc1C(=O)N/N=C/c1cnc2ccccc2n1
8%,6%,1%,29%,5,52%[activator],-1%,-11%,1%,Cc1nc2c(c(C)nn2-c2ccccc2)c(C)c1CCC(=O)NCCCOC(C)C
-2%,-2%,8%,-12%[12.7 µM],-5,16%,-10%,-15%,0%,COc1ccc(-c2noc(-c3ccccc3C(=O)Nc3cccnc3)n2)cc1
2%,-12%,3%,-4%,0,17%,-24%,-10%,1%,O=C(NCCc1ccc(C(F)(F)F)cc1)C1CCC(=O)N(CCc2cccc(F)c2)C1 (stereo not given)
0%,-4%,11%,21%,6,21%,-8%,6%,-5%,COc1ccc(S(=O)(=O)N2CCc3ccccc3C2)cc1OC
-28%,-4%,-35%,28µM*,-4,29%,-15%,-32%,1%,Cn1c(CBr)c(C(=O)c2ccc([N+](=O)[O-])cc2)c(=O)n(C)c1=O
2%,-1%,10%,-8%[12.7 µM],8,38%,-24%,-17%,-1%,Cc1ccc(NC(=O)CN(C)CC(=O)N(CC(C)C)c2c(N)n(CC(C)C)c(=O)[nH]c2=O)c(C)c1
-3%,-4%,0%,x,5,28%,-9%,9%,-4%,COc1ccc2c(c1)CCc1c(C(=O)N3CCCCCC3)noc1-2
22%,-6%,7%,-9%[2.33 µM],2,14%,-10%,-8%,0%,COc1ccc(NS(=O)(=O)c2cccc(C(=O)NNC(=O)c3cccc(NC(C)=O)c3)c2)cc1
10%,-6%,4%,-18%,-5,13%,-5%,-15%,2%,COC(=O)CC1SC(=O)NC1=O (stereo not given)
-1%,-8%,-37%,2%,0,27%,-4%,-15%,-8%,CC1CCC(NC(=O)C2CCN(c3nc4ccccc4s3)CC2)CC1 (stereo not given)
-3%,-2%,-2%,-2%,-5,15%,2%,-8%,2%,COc1ccccc1C(=O)Nc1ccc2c(c1)nc(CCNC(=O)c1ccco1)n2C
2%,-14%,x,x,7,x,7%,x,x,COc1ccccc1OCCSc1nc2ccccc2n1CC(=O)O
5%,-8%,-32%[57.1 µM],75%[activator][59 µM],5,11%,-10%,5%,-2%,Cc1ccccc1C(=O)NN(C)c1nc2ccccc2nc1C(F)(F)F
0%,-1%,5%,-22%,-5,11%,-8%,-7%,2%,COc1ccc(-c2nnc(SCC(=O)c3cccs3)o2)cc1
x,-1%,u,7.1µM*,-9,u,-11%,u,1%,COc1ccc(N=C2C(=Nc3ccc(OC)cc3)N(c3ccccc3)C(=S)N2C(=O)c2ccc(Cl)cc2)cc1
-8%,-1%,u,56µM*,0,34%,-7%,-3%,-14%,COC(Cc1ccccc1N1CCCC1=O)OC
0%,6%,-2%,-3%,-2,28%,-6%,-12%,3%,Cn1cc([N+](=O)[O-])c(C(=O)NCC(=O)O)n1
-1%,-6%,0%,45µM*,7,53%,4%,-5%,3%,Cn1c(CN2CCN(CC#N)CC2)c(C#N)c2ccccc21
-13%,-1%,10%,1%[59 µM],5,34%,-7%,-7%,0%,COc1nnc(-c2ccc(C)cc2)c2ccccc12
5%,-17%,25µM*,13µM*,1,u,-22%,45µM*,-10%,Nc1c(C(=O)c2ccccc2)sc(Nc2ccc(Cl)c(Cl)c2)c1C(=O)Nc1ccccc1
-9%&-18%,-5%&-7%,u,-17%[59 µM],6&5,23%&2%,-24%&-7%,u,-3%&0%,COc1ccc(CCNC(=O)c2ccc(CS(=O)(=O)c3ccc(C)cc3)o2)cc1OC
0%,13%,1%,15%[12.7 µM],-11,25%,-16%,-11%,-2%,CCC(C)C(=O)Nc1ncc2c(n1)CC(c1cccs1)CC2=O (stereo not given)
-1%,-9%,-6%,5%,3,18%,-5%,-16%,-6%,CC(C)Sc1nnc(NC(=O)c2ccc3c(c2)OCO3)s1
-3%,i,-4%,-2%[59 µM],-2,25%,-17%,-5%,-2%,Cc1ccsc1C(=O)OCC(=O)NC1CCCCC1C (stereo not given)
u,i,-17%,11%,3,3%,-24%,-16%,0%,O=C(Cn1nc(-c2cccs2)ccc1=O)Nc1ccc(Br)cc1
1%,3%,-24%,-3%,1,-1%,3%,-23%,9%,O=C(COC(=O)/C=C/c1ccc(Cl)cc1Cl)NCc1ccco1
2%,9%,-11%,0%,-2,6%,-8%,-3%,-3%,O=C1CN(C(=O)c2ccccc2F)C(c2ccc(F)cc2)c2cc(F)ccc2N1 (stereo not given)
-2%,6%,5%,2%[59 µM],2,-1%,-15%,-14%,-3%,CC1CCc2nc(NC(=O)CSc3nc4ccccc4o3)sc2C1 (stereo not given)
9%,-1%,-9%,19%[59 µM],-3,17%,-11%,-16%,10%,Cc1cccc(Nc2nnc(SCC(=O)NC(=O)Nc3ccc4c(c3)OCCO4)s2)c1
12%,4%,x,x,-4,4%,-1%,-4%,2%,CCCC(C(=O)NNC(=O)c1ccncc1)c1ccccc1 (stereo not given)
0%,0%,-2%,-24%,-4,26%,-16%,-12%,-14%,CCOC(=O)CCP(=O)(O)C(C)(O)c1ccccc1 (stereo not given)
-6%,i,-4%,u,2,19%,-7%,-22%,-7%,CCc1ccc(NC(=S)NCc2cccnc2)cc1
-11%,i,83%[activator],18%[59 µM],4,76%[activator],-15%,71%[activator],10%,O=C1Cc2ccccc2Sc2ccccc21
5%,-3%,x,x,-4,30%,15%,-10%,-10%,CN(C)CCNC(=O)c1cccc2[nH]c(-c3ccncc3)nc12
6%,1%,5%,10%[59 µM],3,u,-14%,-15%[57.1 µM],-8%,O=C(CCC(=O)OCC(F)(F)C(F)F)Nc1ccc(F)cc1F
20%,3%,9%,-4%,2,25%,-4%,-14%,-3%,CCOc1ccc(NS(=O)(=O)c2cc(C(=O)N3CCC3)ccc2Cl)cc1
-7%,-6%,-1%,-1%[59 µM],0,33%,-25%,1%,-8%,Cc1cc(C)c(NC(=O)CSc2nc(=O)[nH]c3c2CCCC3)c(C)c1

(list continues)
GLS inhibitor,Tb PGK inh,BAZ2B inh,G9a block,PI4K2A block,HP1b chromo inh,Pol eta inh,JMJD2A Tudor,Pin1 inhibitor,SMILES
-5%,-10%,7%,4%,-3,u,-1%,-25%[57.1 µM],2%,CCc1ccc(OCCOCC(O)CNC(C)(C)C)cc1 (stereo not given)
4%,-9%,u,u,-25,-29%,-20%,u,1%,Cc1cc(C(=O)COc2cccnc2[N+](=O)[O-])c(C)n1-c1ccccc1F
-1%,-3%,11%,3%,1,13%,-1%,-20%,-3%,CCOC(=O)N1CCC(NC(=O)c2cccc3c2C(=O)N(CCOC)C3)CC1
12%,-9%,0%,-6%[59 µM],-4,35%,-6%,-6%,0%,Cc1cc(C)cc(NC(=S)NCc2cccnc2)c1
-3%,-9%,-37%,24%,-5,19%,-9%,-35%,4%,COc1cnc(-c2ccccn2)nc1Oc1ccc(Cl)c2ccccc12
1%,-4%,9%,u,-3,25%,u,-5%,13%,O=C(COc1ccccc1)Nc1nc(-c2cccnc2)cs1

An excerpt (hit frequency here may not be typical).
